# Bioassay records deposited in PubChem BioAssay by several laboratories.
# Ba/F3 V617F tox – lowers viability of Ba/F3 cells expressing EpoR and JAK2V617F; hit rate 1.1% among 220,000; inhibition, % at 5.6 µM; ATP luminescence; AID 1446;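 active = inhibition above the campaign mean plus 3 SD over all tested compounds, cut at about 24% in these data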;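 also: cytokine-independent growth of Ba/F3 cells driven by EpoR plus mutant JAK2; 0% = DMSO-treated cells and 100% = JAK inhibitor I control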
# NPY2 pot ag – potentiates or activates human NPY-Y2 receptor; hit rate 0.45% among 220,000; activation, % at 3.6 µM; cells expressing NPY-Y2, potentiator/agonist read-out; in the data active = activation above about 27%;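 also: cells stimulated with NPY near EC25 plus isoproterenol at EC100; 0% = vehicle plus submaximal agonist and 100% = vehicle plus saturating agonist; some results beyond the cut were filed as inactive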
# BaF3 parental – counter-screen for JAK2V617F inhibitors: parental Ba/F3 viability inhibitors; inhibition, % at 5.6 µM; CellTiter-Glo ATP luminescence; hit rate 1.1% among 220,000;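 active = inhibition above a per-campaign cutoff, the mean inhibition of all tested compounds plus 3 SD, cut at about 27% in these data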;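 also: 0% = DMSO wells and 100% = JAK Inhibitor I control wells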
# S1P4 agonist – activates the human S1P4 receptor; S1P4-expressing cell line, agonist reporter assay; AID 1509; hit rate 0.35% among 220,000; activation, % at 4.98 µM; O95977; in the data active = activation above about 11%;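 also: 0% = DMSO vehicle and 100% = reference agonist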
# Target sequence (O95977 whole entry, looked up): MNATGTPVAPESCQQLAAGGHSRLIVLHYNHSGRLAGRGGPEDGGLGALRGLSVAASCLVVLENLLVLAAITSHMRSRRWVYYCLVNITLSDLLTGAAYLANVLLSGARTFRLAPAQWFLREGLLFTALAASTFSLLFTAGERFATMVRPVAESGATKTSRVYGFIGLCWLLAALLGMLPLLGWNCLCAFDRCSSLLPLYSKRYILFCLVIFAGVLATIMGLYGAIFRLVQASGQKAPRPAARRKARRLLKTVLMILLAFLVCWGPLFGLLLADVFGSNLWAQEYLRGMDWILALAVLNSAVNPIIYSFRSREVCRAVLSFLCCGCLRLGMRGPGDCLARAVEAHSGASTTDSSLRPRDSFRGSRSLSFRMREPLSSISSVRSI
# NPY1 pot ag – potentiators or agonists of human neuropeptide Y receptor Y1 | NPY-Y1 expressing cells, potentiator/agonist activation | activation, % at 3.6 µM | hit rate 0.37% among 220,000 | AID 1304; in the data active = activation above about 33%, passing the limit was not always enough;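 also: cells stimulated with NPY at EC10 then isoproterenol at EC100; 0% = low agonist plus stimulus and 100% = saturating agonist plus stimulus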
# Target sequence (P25929 whole entry, looked up): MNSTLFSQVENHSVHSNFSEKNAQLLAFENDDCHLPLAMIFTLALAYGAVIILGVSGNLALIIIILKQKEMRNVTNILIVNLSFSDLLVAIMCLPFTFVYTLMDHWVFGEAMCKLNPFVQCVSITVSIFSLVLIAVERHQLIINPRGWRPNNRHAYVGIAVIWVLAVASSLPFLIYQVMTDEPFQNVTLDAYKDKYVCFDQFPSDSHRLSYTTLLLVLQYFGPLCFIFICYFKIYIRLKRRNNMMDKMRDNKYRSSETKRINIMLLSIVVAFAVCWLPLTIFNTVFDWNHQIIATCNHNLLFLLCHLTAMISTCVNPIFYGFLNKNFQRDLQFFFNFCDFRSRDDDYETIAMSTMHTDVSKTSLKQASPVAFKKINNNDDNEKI
# CHOP inh – CHOP inhibition in unfolded protein response | CHO-K1 CHOP-promoter luciferase, tunicamycin-induced, 15-18 h | inhibition, % at 10 µM | hit rate 3.8% among 220,000 | AID 2732;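 active = compounds that reduced the stress-induced luciferase reporter signal by more than about 70% of percent inhibition, limit read from the data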;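 also: 0% = tunicamycin plus vehicle and 100% = wells without tunicamycin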
# S1P4 antag – blocks the human S1P4 receptor; O95977; S1P4-expressing cells, antagonist mode, reporter read-out; inhibition, % at 4.98 µM; hit rate 0.26% among 220,000; in the data active = inhibition above about 29%;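 also: 0% = wells stimulated with agonist and 100% = vehicle wells without agonist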
# NPY-Y1 antag – NPY-Y1 (human) receptor antagonism; inhibition, % at 3.6 µM; P25929; hit rate 1% among 200,000; HEK293-CNG Y1 cells, membrane potential fluorescence; NPY at EC95, then isoproterenol;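 active = inhibition above the campaign mean inhibition of all tested compounds plus 3 SD, cut at about 20% in these data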;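 also: 0% = DMSO wells given NPY plus isoproterenol and 100% = isoproterenol alone without NPY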
#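 Test system – HEK293 Y1/CNG channel cell line · Also added – NPY agonist 25 nM, then isoproterenol 1 µM plus Ro 20-1724 25 µM · Compound dosing – one concentration, 3.6 µM, in 0.4% DMSO · Schedule – compound incubation 1 h at room temperature, readout 45 min post-stimulation · Technique – fluorescence, membrane potential probe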
# p47phox inh – p47phox (human) inhibition | p47phox/p22phox peptide binding, fluorescence polarization, 2 h | AID 1274 | inhibition, % at 24.7 µM | P14598 | hit rate 0.53% among 220,000;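 active = inhibition above about 30%, limit read from the data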;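 also: 0% = p47phox with labelled peptide and 100% = labelled peptide alone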
# * = called active by the depositor; . = no result given. Compounds as they come. Share with any hit: about 7.1%.
entry	Molecule	S1P4 agonist	NPY-Y1 antag	Ba/F3 V617F tox	NPY2 pot ag	S1P4 antag
1	O=C(CC1Sc2ccccc2NC1=O)c1ccc(Br)cc1 (centres undefined)	-0.1	0	-3	5	-8
2	COc1ccc(OC)c(/C=N/c2oc(-c3ccco3)c(-c3ccco3)c2C#N)c1	0.2	-1	1	5	-8
3	COC(=O)c1ccc(Oc2nc(NC(C)C)nc(N(C)C)n2)cc1	4.8	0	2	7	-14
4	CCOC(=O)N1CCc2c(sc(NC(=O)CN3CCN(C)CC3)c2C(=O)Nc2ccccc2)C1	0.7	10	1	-20	-12
5	CCN(CC)S(=O)(=O)c1cccc(NC(=O)COC(=O)/C=C/c2ccco2)c1	-1.9	-6	4	-3	0
6	CN(N)c1nc(C(F)(F)F)nc2ccccc12	-0.7	5	4	-4	-5
7	COc1cc(CNCCc2ccccc2)cc(Cl)c1OCc1ccccc1	0.2	14	1	0	-5
8	Cc1nc2ccccc2n1CC(=O)N/N=C\c1ccccn1	2.3	2	-2	8	-12
9	O=C(NCc1ccccc1)c1csc2c1CCCCC2	1.9	6	1	11	-9
10	O=C(NCc1cccs1)c1cccnc1C(=O)O	2.8	1	-1	-1	-23
11	CCn1c(CCNC(=O)c2ccc(Cl)cc2)n[nH]c1=S	1.5	0	-1	-4	-3
12	Cc1ccccc1CN1C[C@@H]2C[C@@H](c3cn[nH]c3-c3ccc(F)cc3)N3CCC[C@@]23C1=O	-1.2	-9	-1	18	-9
13	CC1CC(C)CN(C(=O)CSc2nc(Cc3cccs3)nc3ccccc23)C1 (centres undefined)	-2.6	6	-1	-1	-13
14	N#CCc1ccc(C(=O)c2ccccc2F)s1	0.5	0	1	3	-7
15	COc1ccc(Br)cc1C(=O)Nc1ccc(N2CCN(S(C)(=O)=O)CC2)cc1	-0.3	-7	3	-1	-23

entry	BaF3 parental	CHOP inh	NPY1 pot ag	p47phox inh
1	0	72*	-3	2
2	-1	38	10	7
3	2	-2	-12	-6
4	8	2	-37	-12
5	8	49	-15	-15
6	2	9	-20	-2
7	8	1	-2	-5
8	7	23	1	2
9	5	17	27	-3
10	5	-4	0	-7
11	-1	-4	-18	-7
12	6	12	25	-6
13	7	7	-11	-15
14	7	28	-13	-5
15	4	37	12	-6

# Following part:
entry	Molecule	S1P4 agonist	NPY-Y1 antag	Ba/F3 V617F tox	NPY2 pot ag	S1P4 antag
16	CCSC1=C(C#N)C(c2ccc(OC)c(OC)c2)CC(=O)N1 (centres undefined)	0.0	-1	2	10	1
17	COc1ccc(C(=O)N/N=C/c2cc3ccccc3[nH]c2=S)cc1	2.0	-4	-2	1	5
18	NC(=O)CSc1nnc(NC(=O)c2cccc(S(=O)(=O)N3CCCCC3)c2)s1	1.8	-4	2	12	-9
19	O=C(Nc1ccc(F)cc1F)c1ccc(-n2cncn2)nc1	-0.7	4	0	-16	4
20	COCCSc1nnc(NC(=O)C2CC(=O)N(c3ccccc3)C2)s1 (centres undefined)	-0.5	11	-1	-10	4
21	c1ccc2sc(NCC3CCCO3)nc2c1 (centres undefined)	0.3	4	-1	3	-12
22	O=C(COc1ccc(Cl)cc1)Nc1ccc2c(c1)CCC2	4.1	13	-2	-13	-18
23	COCCOC(=O)C1=C(C)NC2=C(C(=O)CCC2)C1c1cc2c(cc1Br)OCO2 (centres undefined)	0.2	-4	-1	6	-5
24	CCCOc1c(OC)cccc1C1CC(=O)Nc2cc(OC)c(OC)c(OC)c21 (centres undefined)	-1.9	-3	4	-4	22
25	CSc1ccccc1NC(=O)CNCCCN1CCOCC1	0.2	.	1	-17	9
26	COC(=O)c1c(-c2c(Cl)cccc2Cl)noc1NC(=O)N(C)C	0.5	.	-6	2	-3
27	CCc1ccc(NC(=O)/C(C#N)=C\c2ccc(OC)c(C(=O)O)c2)cc1	-1.9	-1	4	-12	-11
28	CCOC(=O)CC1C(=O)NCCN1C(=O)NC1CCCCC1 (centres undefined)	0.4	3	0	-14	-21
29	COc1ccc(-c2nc3n(c2C)Cc2ccccc2-3)cc1	2.7	.	1	-2	-4
30	Cc1cc(OCC[N+]2(C)CCCCC2)nc2ccccc12	-3.1	13	50*	6	2

entry	BaF3 parental	CHOP inh	NPY1 pot ag	p47phox inh
16	2	-6	7	-6
17	1	15	19	-4
18	6	23	23	-17
19	5	-23	8	-6
20	6	0	-5	-1
21	1	-13	2	7
22	5	53	-19	-2
23	4	21	8	-15
24	8	26	-20	-3
25	1	7	-9	2
26	-2	33	16	-2
27	4	-5	-12	-9
28	3	7	1	0
29	-1	-2	-6	5
30	48*	17	5	-17

# Other structures
entry	Molecule	S1P4 agonist	NPY-Y1 antag	Ba/F3 V617F tox	NPY2 pot ag	S1P4 antag
31	CN(C)/C=C(\C#N)S(=O)(=O)c1ccccc1	-0.5	-1	0	6	-2
32	O=C(Nc1ccccc1Cl)N(Cc1nc2ccccc2c(=O)[nH]1)Cc1cccs1	1.7	2	-1	-16	-28
33	CCOC(=O)c1ccc(N2Cc3ccccc3C2)cc1O	-0.5	2	-3	-14	2
34	Cc1cc(C)c(S(=O)(=O)NNC(=O)C2CCN(Cc3ccccc3)CC2)c(C)c1	0.2	2	-2	-16	0
35	COc1ccc(NC(=O)c2cccnc2Nc2ccc(OC)cc2)cc1	-0.6	-6	7	5	-10
36	NC(=O)Cc1nc(-c2ccccc2)cs1	-1.3	2	2	-2	-21
37	CC(N=C1NS(=O)(=O)c2ccccc21)C(=O)NCc1ccc2c(c1)OCO2 (centres undefined)	-0.8	2	0	-19	8
38	O=C(Cn1c(=O)oc2cc(S(=O)(=O)NCc3ccccc3)ccc21)NCc1ccco1	-0.2	4	10	1	-11
39	Cc1cc(C#N)c(C)n1-c1cc(S(=O)(=O)N2CCOCC2)ccc1N1CCCC1	-0.1	2	0	-1	-12
40	COc1ccc(OC)c(-c2cc(C(=O)NCc3ccco3)no2)c1	-2.4	9	-1	18	3
41	NC(=O)c1cc(NC(=O)c2cc(Br)c(Br)s2)cc(C(N)=O)c1	-0.2	2	2	2	3
42	Cn1c(=O)cc(OCCCC(=O)N2CCN(Cc3ccc4c(c3)OCO4)CC2)c2ccccc21	-1.0	-6	4	-9	3
43	COc1ccc(S(=O)(=O)CCC(=O)Nc2ccc(OC)cc2OC)cc1	-0.6	-1	-3	-6	0
44	Cc1ccc2c(c1)C=CC(C)(C)S2=O (centres undefined)	-1.0	7	6	9	-16
45	Cc1c(-c2ccc(F)cc2)nc(N)c(C#N)c1-c1ccco1	1.3	2	0	-8	-17

entry	BaF3 parental	CHOP inh	NPY1 pot ag	p47phox inh
31	6	-15	10	-13
32	5	15	-13	-10
33	1	6	-21	-38
34	8	30	-48	11
35	9	-12	22	-15
36	9	-5	-2	0
37	4	13	-12	4
38	9	10	5	-6
39	2	6	6	-22
40	0	.	-18	.
41	9	11	0	-65
42	5	-32	-6	-9
43	6	41	-18	-9
44	9	4	-12	6
45	2	-22	-1	-13

# Ordered by molecular weight (rising): some entries from above.
entry	Molecule	S1P4 agonist	NPY-Y1 antag	Ba/F3 V617F tox	NPY2 pot ag	S1P4 antag
44	Cc1ccc2c(c1)C=CC(C)(C)S2=O (centres undefined)	-1.0	7	6	9	-16
31	CN(C)/C=C(\C#N)S(=O)(=O)c1ccccc1	-0.5	-1	0	6	-2
43	COc1ccc(S(=O)(=O)CCC(=O)Nc2ccc(OC)cc2OC)cc1	-0.6	-1	-3	-6	0
38	O=C(Cn1c(=O)oc2cc(S(=O)(=O)NCc3ccccc3)ccc21)NCc1ccco1	-0.2	4	10	1	-11
42	Cn1c(=O)cc(OCCCC(=O)N2CCN(Cc3ccc4c(c3)OCO4)CC2)c2ccccc21	-1.0	-6	4	-9	3

entry	BaF3 parental	CHOP inh	NPY1 pot ag	p47phox inh
44	9	4	-12	6
31	6	-15	10	-13
43	6	41	-18	-9
38	9	10	5	-6
42	5	-32	-6	-9

# More records follow.
entry	Molecule	S1P4 agonist	NPY-Y1 antag	Ba/F3 V617F tox	NPY2 pot ag	S1P4 antag
46	COc1ccc(NC(=S)N(CCO)Cc2cc3c(C)cc(C)cc3[nH]c2=O)cc1	-0.3	.	-2	-2	9
47	OCCNc1nc(-c2cccnc2)nc2ccccc12	1.7	-4	-3	19	-7
48	CCOc1c(Nc2ccccc2O)c(=O)c1=O	1.5	.	-1	1	-4
49	C=C(Cl)COc1ccc2c(CCC)cc(=O)oc2c1	2.9	5	-2	-19	-2
50	Cc1cc(C(=O)NC(C)Cc2ccccc2)cc(C)c1[N+](=O)[O-] (centres undefined)	1.4	2	-2	-2	-9
51	Cc1[nH]c2ccccc2c1C(C[N+](=O)[O-])c1cccs1 (centres undefined)	-0.4	-1	-2	20	-18
52	CC1CCN(S(=O)(=O)c2ccc(S(=O)(=O)NCC(=O)C(C)(C)C)cc2)CC1	0.1	-4	-4	7	-20
53	N=C(N)c1ccc(/C=C/c2ccc(C(=N)N)cc2O)cc1	0.0	.	-2	-1	8
54	O=C(CSc1nnc(Cc2ccsc2)o1)c1ccccc1	-1.5	.	0	-24	7
55	OC(COCC(F)(F)C(F)(F)C(F)(F)C(F)F)Cn1c2ccccc2c2ccccc21 (centres undefined)	-1.1	-3	1	5	5
56	O=C(CSc1nnc(-c2ccncc2)n1-c1ccc(F)cc1)NNC(=O)c1cccc(O)c1	-1.1	3	1	10	-1
57	COc1ccc(CCNC(=O)CSc2ccc3ccccc3c2)cc1OC	-0.8	-2	3	4	-12
58	O=C(NNc1ccccc1C(F)(F)F)c1sccc1Br	-0.6	.	-6	8	10
59	CC1CC(C)(C)CC2(C1)NC(=O)N(CC(=O)NCC(c1ccco1)N1CCCCC1)C2=O (centres undefined)	0.4	2	-1	7	-13
60	CC(C)c1ccc(Nc2nc(NCc3ccco3)nc(N3CCOCC3)n2)cc1	-0.2	-4	-1	-19	1

entry	BaF3 parental	CHOP inh	NPY1 pot ag	p47phox inh
46	0	-11	0	-7
47	-1	19	1	-8
48	2	7	3	-22
49	1	-18	-11	4
50	3	-13	-1	-8
51	3	39	17	-7
52	1	17	-20	0
53	-2	12	2	20
54	-6	-3	-3	-3
55	3	108*	-4	1
56	5	8	-8	-5
57	11	31	2	-9
58	-4	-1	4	-7
59	1	22	-14	-16
60	2	59	-1	-13

# Carrying on.
entry	Molecule	S1P4 agonist	NPY-Y1 antag	Ba/F3 V617F tox	NPY2 pot ag	S1P4 antag
61	O=C(CSc1nc2ccccc2s1)N1CCN(C(=O)c2ccco2)CC1	0.9	10	-4	-2	-6
62	COc1ccc(CCNC(=O)c2nnn(CC(=O)Nc3cccc(F)c3)c2N)cc1OC	0.5	3	1	5	16
63	O=C(/C=C/c1ccc2c(c1)OCCO2)c1ccc(O)cc1	1.1	.	2	2	-1
64	COc1ccc(NS(=O)(=O)c2cc(NC(=O)c3ccc(F)cc3)ccc2OC)cc1	1.2	2	2	-8	-7
65	Cc1ccc(S(=O)(=O)CNC(=S)c2cccc(Cl)c2)cc1	-0.3	-3	-3	1	-21
66	CCN(CC)S(=O)(=O)c1cc(C(=O)OCC(=O)Nc2cccc(C)c2C)ccc1F	-1.0	4	-1	-2	-17

entry	BaF3 parental	CHOP inh	NPY1 pot ag	p47phox inh
61	0	7	-7	-6
62	-2	7	-3	-4
63	-2	-4	12	-16
64	6	35	-9	-5
65	2	-18	-19	-12
66	-2	34	-20	-5
